Bioassay records: PubChem, National Center for Advancing Translational Sciences (NCATS)
NIH3T3 tox: Cytotoxic Profiling in NIH 3T3 Cell Line of Diverse Libraries Using Quantitative High-Throughput Screening. AID 1345082, 2018. 94,000 compounds, 4.3% hits. Potency, µM (top dose mostly 96.7 µM), for the others: at the top dose activity change, negative = cytotoxicity, most hits filed as inhibitors. NIH 3T3 viability, CellTiter-Glo ATP luminescence, 48-72 h; also: potency is read from the fitted curve at half-maximal effect; nearly all actives have a fitted effect of over 55% in size
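First NIH 3T3 cells are plated at 400 cells/well; next compound is pinned in; then plates incubate 48 or 72 hr at 37 °C; finally CellTiter-Glo is added and luminescence read after 10 min.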
IP6K1 inhibitor: Primary qHTS assay for small molecule inhibitors of Inositol hexaphosphate kinase 1 (IP6K1); IP6K1 kinase, ADP-Glo luminescence, 2 h; stronger effect = lower value; AID 1645851, 2021; Inositol hexakisphosphate kinase 1 (Homo sapiens), Q92551; activity change, % (series mostly up to about 58 µM); 140,000 compounds, 0.81% hits; in the data active = activity change below about -25%
Target sequence (Q92551 whole entry, looked up): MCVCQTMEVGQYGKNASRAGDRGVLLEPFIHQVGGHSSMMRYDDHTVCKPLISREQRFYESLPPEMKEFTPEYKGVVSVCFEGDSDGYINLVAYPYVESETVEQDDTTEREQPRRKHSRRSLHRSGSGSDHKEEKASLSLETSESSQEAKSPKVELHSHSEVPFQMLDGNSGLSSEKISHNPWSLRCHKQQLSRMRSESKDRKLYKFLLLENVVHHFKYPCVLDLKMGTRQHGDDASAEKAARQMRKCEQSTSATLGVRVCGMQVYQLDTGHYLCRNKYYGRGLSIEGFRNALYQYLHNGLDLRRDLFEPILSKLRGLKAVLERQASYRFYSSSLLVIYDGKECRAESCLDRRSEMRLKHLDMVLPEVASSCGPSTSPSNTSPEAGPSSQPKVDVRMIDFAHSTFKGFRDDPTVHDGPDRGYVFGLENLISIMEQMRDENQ
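ADP-Glo luminescence measures ADP made by human IP6K1 during a 2 h RT reaction with ATP/IP6 (mix at 1.3 mM/130 uM); top library doses 57.5 and 19.1 uM final.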
FLuc inh: Firefly luciferase inhibition profiling of diverse chemical library using quantitative high-throughput screening | purified P. pyralis luciferase, luminescence, biochemical | Potency, µM (series often up to 115 µM), for inactives: top-dose activity change, negative = inhibition, most hits filed as inhibitors | 76,000 compounds, 2.5% hits | AID 1347043, 2019; also: potency is read from the fitted curve at half-maximal effect; nearly all actives have a fitted effect of over 65% in size
Target sequence (P08659 whole entry, looked up): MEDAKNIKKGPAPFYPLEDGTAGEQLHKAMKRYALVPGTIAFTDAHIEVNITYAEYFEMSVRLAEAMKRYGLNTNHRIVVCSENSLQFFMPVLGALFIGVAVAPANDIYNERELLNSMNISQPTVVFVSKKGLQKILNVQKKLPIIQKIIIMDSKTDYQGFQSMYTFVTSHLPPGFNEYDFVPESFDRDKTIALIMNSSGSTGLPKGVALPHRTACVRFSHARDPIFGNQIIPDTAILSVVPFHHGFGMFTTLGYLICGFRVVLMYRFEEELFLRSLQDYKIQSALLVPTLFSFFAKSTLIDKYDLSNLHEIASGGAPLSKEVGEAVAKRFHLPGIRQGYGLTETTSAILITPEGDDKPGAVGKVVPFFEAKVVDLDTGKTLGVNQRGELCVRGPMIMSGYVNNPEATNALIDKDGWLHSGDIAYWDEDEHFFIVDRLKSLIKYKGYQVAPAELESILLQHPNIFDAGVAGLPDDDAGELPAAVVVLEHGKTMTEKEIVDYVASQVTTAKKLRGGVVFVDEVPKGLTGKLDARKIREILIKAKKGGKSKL
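Biochemical qHTS: compound (6-point titration) added to 10uM D-luciferin plus 10uM ATP in Tris acetate pH 7.5 buffer with Mg, Tween-20 and BSA, then purified enzyme at 10nM; light output imaged.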
HEK293 tox: Cytotoxic Profiling in HEK 293 Cell Line of Diverse Libraries Using Quantitative High-Throughput Screening. HEK 293 viability, ATP luminescence (CellTiter-Glo), 48-72 h. Potency, µM (titrated, usually from 115 µM), for the others: top-dose activity change, negative = cytotoxicity, usual class: inhibitors. 94,000 compounds, 6.6% hits. AID 1345083, 2018; also: potency is read from the fitted curve at half-maximal effect; nearly all actives have a fitted effect of over 60% in size
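Read-out: CellTiter-Glo ATP luminescence. Cells: HEK 293, 250 cells/well. Exposure: 48 or 72 hr, 37 degree Celsius.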
HEK293 viab: GF-AFC viability counterscreen for inhibitors of alpha-synuclein gene (SNCA) expression; 150,000 compounds, 0.12% hits; Potency, µM (series often up to 57.1 µM), for the others: at the highest dose activity change, negative = cytotoxicity, hits mostly cytotoxic; HEK-293-SNCA-luc viability, GF-AFC fluorescence, 24 h;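 also: potency is read from the fitted curve at half-maximal effect; 0% = DMSO-treated cells and -100% = medium-only wells without cells; nearly all actives have a fitted effect of over 30% in size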
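HEK-293-SNCA-luc cells (1500/well) plated 24 h, then exposed 24 h to a dilution series; GF-AFC added 30 min at 37C, fluorescence 405/540 nm; normalised to medium-only and DMSO wells, Hill fit.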
GPT2 inh: Primary qHTS assay for inhibitors of Glutamate pyruvate transaminase 2 (GPT2); 100,000 compounds, 0.25% hits; Alanine aminotransferase 2 (Homo sapiens), Q8TD30; Recombinant GPT2, coupled pyruvate oxidase/HRP Amplex Red fluorescence; Potency, µM (highest dose often 57.7 µM), for inactives: at the highest dose activity change, negative = inhibition, most hits filed as inhibitors; also: potency is read from the fitted curve at half-maximal effect; nearly all actives have a fitted effect of over 60% in size; many of its hits are not listed in these tables
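Fluorescence read-out: pyruvate from GPT2 turnover coupled to pyruvate oxidase, HRP and Amplex Red (0.2mM ThPP, 0.2U/mL PO and HRP, 50uM Amplex final). Substrates 250uM a-KG, 2mM L-alanine; enzyme 10ng/uL; 30 min RT.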
SNCA expr inhib: Primary qHTS assay for inhibitors of alpha-synuclein gene (SNCA) expression; HEK-293 SNCA-luciferase knock-in, luminescence, 24 h; Potency, µM (titrated, usually from 57.2 µM), for the others: at the top dose activity change, negative = inhibition, usual class: inhibitors; 140,000 compounds, 0.17% hits; AID 1671194, 2021;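 also: potency is read from the fitted curve at half-maximal effect; plate controls were DMSO cells for no effect and cell-free wells for full effect; nearly all actives have a fitted effect of over 45% in size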
* = called active by the depositor; i = inactive; ? = inconclusive; . = no result given; ! = not active in a repeat; [ ] = dose if it differs, or a comment. Unless noted, calls follow the shape of the dose curve; as a rule, active = well fitted curve in the direction sought with a large enough effect; inconclusive = small, poorly fitted or top-dose-only effect, or another doubt; inactive = no such curve, though single readings can be large; an effect the other way counts as inactive or inconclusive. Unless noted, % is scaled to controls: 0 for no effect and ±100 for the full control effect. The list is partial; the hit share may differ from the screen's.

Sample of the layout (4 entries):
SMILES	NIH3T3 tox	IP6K1 inhibitor	FLuc inh	HEK293 tox	HEK293 viab	GPT2 inh	SNCA expr inhib
O=C(N1CCC(C(=O)N2CCc3ccccc32)CC1)N1CC2CC(C1)[C@H]1CCCC(=O)N1C2 (stereo not given in full)	i	3.6	1.8%	6.4%	-8.0%	i	29.5%
CNC(=O)c1cccc(-c2ccc(OC)nn2)c1	-27.0%[138 µM]	4.2	.	-19.8%[172 µM]	.	.	.
Cc1ccc2[nH]c(CSc3nnc(NC(=O)COc4ccc(F)cc4)s3)cc(=O)c2c1	.	10.4	.	.	4.3%	.	-16.8%
CNC(=O)[C@@H](c1ccccc1)N1CCC[C@H]1C(=O)NCCc1c[nH]c2ccccc12	-7.0%[138 µM]	3.7	6.8%[172 µM]	-14.6%[172 µM]	-8.3%[87.6 µM]	i	4.5%[87.6 µM]

Main list, previewed entries included:
SMILES	NIH3T3 tox	IP6K1 inhibitor	FLuc inh	HEK293 tox	HEK293 viab	GPT2 inh	SNCA expr inhib
O=C(N1CCC(C(=O)N2CCc3ccccc32)CC1)N1CC2CC(C1)[C@H]1CCCC(=O)N1C2 (stereo not given in full)	i	3.6	1.8%	6.4%	-8.0%	i	29.5%
CNC(=O)c1cccc(-c2ccc(OC)nn2)c1	-27.0%[138 µM]	4.2	.	-19.8%[172 µM]	.	.	.
Cc1ccc2[nH]c(CSc3nnc(NC(=O)COc4ccc(F)cc4)s3)cc(=O)c2c1	.	10.4	.	.	4.3%	.	-16.8%
CNC(=O)[C@@H](c1ccccc1)N1CCC[C@H]1C(=O)NCCc1c[nH]c2ccccc12	-7.0%[138 µM]	3.7	6.8%[172 µM]	-14.6%[172 µM]	-8.3%[87.6 µM]	i	4.5%[87.6 µM]
CC(C)Oc1cccc(-c2nnc(CCC(=O)NCCc3cccs3)c(=O)[nH]2)c1	i	-27.3*	-4.9%	i	9.2%	i	-0.3%
COCCC1(NS(C)(=O)=O)CCN(C(=O)NCCc2ccccc2)CC1	-15.1%	26.5	.	i	7.9%	-6.3%	23.3%
COc1ccc(CN2CC3(CCN(C(=O)Nc4ccccc4F)CC3)C2=O)cc1	-9.7%	9.2	-5.3%	-5.1%	-15.7%	-9.7%	-11.6%
Cc1cccc(CNC(=O)CCn2ccn3nc4c(c3c2=O)CCCC4)c1	-1.3%	0.6	-7.0%	4.1%	-8.2%	i	-8.1%
COC(=O)c1scc(-c2ccc(C)cc2)c1S(=O)(=O)Nc1cc(C)ccc1OC	.	17.7	.	.	10.5%	.	-16.1%
COc1ccccc1N1CCN(c2ncnc3c2nnn3C)CC1	.	25.3	.	.	-5.0%	.	?
O=C1C(N2CCN(Cc3cccnc3)CC2)CCN1CCc1ccccc1 (stereo not given)	-22.0%	9.0	0.4%	-29.6%	2.7%	i	10.2%
NC(=O)[C@@H](Cc1c[nH]c2ccccc12)NC(=O)[C@@H]1CN(C(=O)Nc2ccccc2)CCN1C(=O)c1cccs1	1.0%	-8.0	-5.6%	0.8%	5.7%	0.8%	-15.0%
Cc1cc(C)cc(NC(=O)N2CCC(OC3CCN(S(C)(=O)=O)CC3)CC2)c1	-26.7%	-1.2	4.0%	-17.7%	6.9%	i	-29.5%
CN(C)Cc1c(C(=O)NCCOc2ccc(C(=O)NO)cc2)oc2ccccc12	.	-12.6	.	.	?	30.6µM*!	-17.9%
COc1ccc(NC(=O)c2noc3c2CSc2ccccc2-3)cc1Cl	.	26.3	.	.	7.9%	.	58.9%[activator]

Overlap with the part before: two compounds; new compounds follow.
SMILES	NIH3T3 tox	IP6K1 inhibitor	FLuc inh	HEK293 tox	HEK293 viab	GPT2 inh	SNCA expr inhib
CN(C)Cc1c(C(=O)NCCOc2ccc(C(=O)NO)cc2)oc2ccccc12	.	-12.6	.	.	?	30.6µM*!	-17.9%
COc1ccc(NC(=O)c2noc3c2CSc2ccccc2-3)cc1Cl	.	26.3	.	.	7.9%	.	58.9%[activator]
COc1cccc(C(=O)N2CCC(N(Cc3ccccc3)C3CCOCC3)CC2)c1	?	0.9	?	?	-9.4%	i	-4.9%
Cc1ccc(CN2C(=O)COC[C@H]2C(=O)NCc2ccco2)cc1	2.3%	5.9	6.1%	3.6%	-3.8%	i	?
CCCOc1ccc(CNC(=O)Cn2ncn3c(cc4sc(CC)cc43)c2=O)cc1	.	9.7	.	.	9.0%	.	-16.0%
CCOC(=O)Cc1csc(NC(=O)C2CC(=O)N(c3n[nH]c4cccc(F)c34)C2)n1 (stereo not given)	-10.9%	9.4	-6.7%	?	-1.6%	i	-5.8%
CN(C)c1nc2c(c(=O)[nH]1)CCN(Cc1ccc(F)cc1F)CC2	3.1%	13.7	10.1%	4.6%	-9.7%	i	-24.6%
COC(=O)c1ccc(NC(=O)c2cccc3c2C(=O)N(C2CCCCC2)C3)cc1	.	18.2	.	.	0.2%	.	-27.2%
CN(Cc1ccccc1)C(=O)c1cc(-c2cccc(F)c2)nc2c1cnn2C	?	-1.3	.	?	.	.	.
COc1ccc(C(=O)N2CCCn3ccnc3C2c2cnn(C)c2)cn1 (stereo not given)	0.0%	0.0	6.0%	0.8%	-3.0%	i	-17.0%
Cc1ccc2nc(CO[C@H]3CN(Cc4cn(C)c5ccccc45)C[C@H]3F)[nH]c2c1	79.4µM*	-11.4	-23.2%[172 µM]	89.1µM*	-20.8%[87.6 µM]	0.7%[88.5 µM]	3.7%[87.6 µM]
CS(=O)(=O)N1CCC(NC(=O)CCc2cc3n(n2)CCCNC3)CC1	i	15.0	12.4%	-2.1%	1.1%	0.4%	-0.3%
NC(=O)CN1CCC(C(=O)NCc2cc(-c3ccc(Cl)cc3)on2)CC1	?	-7.3	-1.4%	-30.5%	0.0%	i	2.9%
COc1ccc(OC)c(NC(=O)Cc2c(C(=O)O)[nH]c3ccc(Cl)cc23)c1	.	1.1	.	.	-4.4%	.	4.6%
CCN1CCC(CC(=O)N2CCCC3(C=Cc4ccccc4O3)CC2)CC1 (stereo not given)	?	-16.0	9.3%	?	-4.5%	i[11.5 µM]	-0.4%
CN(C)C[C@@H]1CN(C2CCOCC2)C[C@H]1NC(=O)c1cccc(Cl)c1	0.8%	2.9	-0.3%	0.1%	-3.8%	i	-15.2%
O=C(Cn1c(=O)nc(-c2ccccc2)c2ccccc21)NCc1ccc(F)cc1	.	4.3	.	.	-1.0%	.	26.2%
N#Cc1cccc(-c2cn3c(n2)N(C(=O)c2cccnc2)CCC3)c1	-25.9%	9.7	-15.3%	?	1.6%	i	-3.8%
COCc1ccc(CN2CCCC(C(=O)Nc3cccc(-n4cccn4)c3)C2)o1 (stereo not given)	-19.6%	2.5	0.3%	?	-1.2%	i	18.1%
O=C(Cn1c(=O)oc2ccccc21)N1CC2CC(C1)[C@H]1CCCC(=O)N1C2 (stereo not given in full)	1.6%	20.3	-4.7%	3.6%	-0.8%	i	26.5%
Cc1ccc(C)c(N2CCN(S(=O)(=O)c3ccc(F)c(C(=O)Nc4ccc(Cl)cc4Cl)c3)CC2)c1	.	25.9	.	.	5.9%	.	-9.7%
COc1ccc(NC(=O)C(=O)c2cc(C)n(-c3ccc(C)cc3)c2C)cc1Cl	.	1.3	.	.	-16.5%	.	-3.6%
Cc1occc1C(=O)N1CC[C@@H]2CN(S(C)(=O)=O)[C@@H]2C1	-12.2%	9.0	-11.9%	i	-6.3%[12.5 µM]	i	-26.4%
CCOC(=O)C1CCCN(C(=O)c2ccc3c(c2)sc2nc(-c4cccc(OC)c4)cn23)C1 (stereo not given)	.	-30.6*	.	.	0.8%	.	42.4%
COc1ccccc1C1CCCN1C(=O)c1oc2ccc(C)cc2c1C (stereo not given)	?	-5.5	?	?	-29.3%	-3.6%	31.8%
COc1cccc(NC(=O)c2c(C)oc3ccn(Cc4ccc(F)cc4)c(=O)c23)c1	-19.2%	1.0	-12.4%	?	-28.3%	i	-12.6%
O=C(NCCNC(=O)c1ccc(-c2cccc(C(F)(F)F)c2)cc1)c1ccccc1	-5.6%	18.5	.	-24.7%	.	.	.
CC1=C[C@@H](CNC(=O)c2ccccn2)[C@H](C(C)C)C[C@H]1CC(=O)N1CCN(C)CC1	-5.8%[138 µM]	-6.5	-20.0%[172 µM]	-12.4%[172 µM]	-17.6%[87.6 µM]	0.9%[88.5 µM]	11.8%[87.6 µM]
Cn1nccc1C(=O)N1CCC(OC2CCN(Cc3cccnc3)CC2)CC1	3.9%	8.9	2.3%	i	5.3%	i	1.9%
CN(C)S(=O)(=O)N(CC(=O)Nc1ccc(C(F)(F)F)cc1)c1ccccc1	.	1.0	.	.	4.2%	.	?
Cc1cc(N2CCN(C)CC2)nc2ccc(NC(=O)Nc3ccccc3Br)cc12	.	20.1	.	.	?	.	-85.3%
CCOC(=O)c1cc2c(=O)n3ccccc3nc2n(Cc2ccco2)c1=NC(=O)c1ccc(C(C)(C)C)cc1	.	-21.6	.	.	?	.	-0.1%
O=C(NCc1cccc(F)c1)C1CCCCN1Cc1ccc(-c2ccsc2)cc1 (stereo not given)	28.2µM*	1.5	.	39.8µM*	-16.6%	-13.7%	?
O=C(c1cc(-c2ccccc2)n[nH]1)N1CCC(N2CC3CC(C2)[C@H]2CCCC(=O)N2C3)CC1 (stereo not given in full)	i	5.6	-3.9%	2.1%	-10.7%	4.6%	?
COc1ccccc1CNC(=O)c1cnc2c(-c3ccccc3)c(C)nn2c1C	.	1.2	.	.	3.3%	.	-2.0%
COc1ccc(CN2Cc3[nH]nc(-c4cnc(OC)nc4)c3CC2=O)cc1	8.91µM*	19.3	-0.3%[172 µM]	-35.4%[172 µM]	-9.8%[87.6 µM]	-14.1%[88.5 µM]	-16.4%[87.6 µM]
O=S(=O)(NCCS(=O)(=O)N1CCN(c2ccccc2)CC1)c1ccc(Br)cc1	.	7.3	.	.	-3.6%	.	9.2%
COc1ccc(CN2CC[C@H]3COC(=O)N3c3cc(C)ccc3C2)cc1	-6.3%[138 µM]	2.6	11.6%[172 µM]	-8.6%[172 µM]	0.2%[87.6 µM]	-7.7%[88.5 µM]	4.2%[87.6 µM]
Cc1ccc(N2CCN(C(=O)c3noc(-c4ccc(F)cc4)n3)CC2)c(C)c1	-23.2%	-0.1	-6.0%	?	24.0%	-4.3%	11.2%
CCc1ccccc1NS(=O)(=O)c1ccc2nc(-c3ccccc3)[nH]c2c1	.	-3.0	.	.	8.4%	.	-0.2%
